High-throughput results deposited in PubChem by several laboratories.
phage Ecoli inh = E. coli growth loss with phage present. inhibition, % at 11.9 µM. 360,000 tested, 0.26% active. growth absorbance; in the data active = inhibition above about 11%
Pemphigus Ab inh = blocks pemphigus antibody binding to human desmoglein-3. 310,000 tested, 0.48% active. binding (percent of control), % at 10 µM. AID 588358. DSG3-coupled beads, scFv-anti-DSG3-GFP binding, flow cytometry; stronger effect = lower value. P32926;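 active = binding more than 3 SD below its plate's average and above zero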;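 note: hits lower antibody fragment binding to DSG3; some compounds called inactive have numbers as strong as hits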
HTR5A inv ctr = inverse agonist of human HTR5A in OPRM1-OPRD1 counter-screen; P47898; 340,000 tested, 0.083% active; AID 504634; inhibition, % at 9.3 µM; HTR5A cell line, luminescence, inverse agonism; in the data active = inhibition mostly above about 23%, no sharp cut-off; inactive = mostly below about 18%;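 note: 0% = cells with DMSO and 100% = no-cell wells with DMSO; some compounds called inactive have numbers as strong as hits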
Target sequence (P47898 whole entry, looked up): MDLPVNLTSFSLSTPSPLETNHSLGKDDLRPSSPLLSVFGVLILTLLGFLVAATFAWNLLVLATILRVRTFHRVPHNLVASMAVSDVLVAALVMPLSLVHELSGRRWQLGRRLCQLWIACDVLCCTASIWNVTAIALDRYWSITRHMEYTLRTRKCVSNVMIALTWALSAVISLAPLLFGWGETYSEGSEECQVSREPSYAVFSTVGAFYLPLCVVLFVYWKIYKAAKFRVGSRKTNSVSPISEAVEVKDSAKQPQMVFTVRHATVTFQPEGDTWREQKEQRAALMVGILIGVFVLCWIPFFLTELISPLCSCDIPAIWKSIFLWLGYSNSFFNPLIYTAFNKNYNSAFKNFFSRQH
Mot1-301 SUMO = SUMOylation pathway inhibition by Mot1-301 growth rescue. S. cerevisiae Mot1-301 growth rescue, ATP luminescence, 38.5C; percent above DMSO median, 100 means doubled. growth rescue, % at 18.8 µM. 320,000 tested, 1% active;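 active = every valid replicate shows activation above 250% relative to neutral control wells; inactive = the rest, any valid replicate at or below 250%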;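 note: OY570 slx delta 5 strain wells were the positive control but not used for scaling; some compounds called inactive have numbers as strong as hits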
MOR-DOR inv ag = inverse agonist of human OPRM1-OPRD1 heterodimerization; inhibition, % at 9.3 µM; cell-based MOR-DOR heterodimer luminescence, inverse agonism; 340,000 tested, 0.21% active; AID 504357; in the data active = inhibition above about 22%, passing the limit was not always enough;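 note: 0% = cells with DMSO and 100% = wells without cells with DMSO; values of inactives mirror those of a sister screen read the other way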
HTR5A ag = HTR5A agonism, opioid heterodimer counter-screen; HTR5A agonist assay, luminescence, cell-based; activation, % at 9.3 µM; 340,000 tested, 0.61% active; AID 504692; in the data active = activation mostly above about 9.5%, no sharp cut-off; inactive = mostly below about 7.6%;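 note: 0% = cells with vehicle only and 100% = reference agonist; strong numbers were not always called active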
PfHsp90 set2 = reduces growth (ATP signal) of yeast expressing P. falciparum Hsp90; S. cerevisiae expressing PfHsp90, BacTiter-Glo ATP, 48 h; yeast lacking PDR1 and PDR3 efflux regulators; inhibition, % at 9.4 µM; 310,000 tested, 0.32% active; AID 504621;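 active = every replicate shows inhibition above about 80%, whatever the replicate mean, limit read from the data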;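 note: 0% = DMSO neutral controls and 100% = 20 µM radicicol positive controls; yeast relying on Plasmodium falciparum Hsp90 in place of its own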
AddAB inh = less growth of phage-infected E. coli with AddAB; 330,000 tested, 0.29% active; E. coli expressing H. pylori AddAB, absorbance growth; inhibition, % at 11.9 µM; in the data active = inhibition above about 12%;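 note: 0% = vehicle wells of infected cells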
PKA-R1A act = activators of PKA-R1A complex; PKA-R1A dissociation, Cy5-IP20 fluorescence polarization; scaled: DMSO 0%, 113 µM cGMP 100%; 340,000 tested, 0.083% active; P00514+P68181; AID 504707; activation, % at 11.4 µM;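 active = percent activation above the mean of all tested compounds plus 3 SD, cut at about 19% in these data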;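 note: higher means more PKAc released from R1A so a rise in polarization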
MOR-DOR ag = agonists of human mu-delta opioid receptor heterodimerization | cells, OPRM1-OPRD1 heterodimerization, luminescence | activation, % at 9.3 µM | 340,000 tested, 0.3% active | AID 504326; in the data active = activation above about 18%;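 note: 0% = vehicle-treated cells and 100% = reference agonist; values of inactives mirror those of a sister screen read the other way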
Ecoli viability = bacterial growth inhibition, counter-screen for AddAB inhibitors. E. coli V3065 growth, OD600 absorbance, 18 h. inhibition, % at 11.9 µM. 330,000 tested, 0.27% active;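 active = inhibition above the campaign's mean inhibition across all tested compounds plus 3 SD, cut at about 9.9% in these data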;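 note: uninfected addAB+ strain grown without phage in ampicillin broth; 0% = DMSO wells and 100% = ciprofloxacin 0.95 µg/ml wells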
An asterisk follows results filed as active; . = not tested or not shown. A portion of the library; the hit share may differ from the screen's.

1: CC(=O)O[C@H]1CCC2C3CC[C@H]4[C@@H](O)[C@H](O)CC[C@]4(C)C3CC[C@@]21C (some centres undefined)
2: CNC(=O)ON(C(=O)NC)C1N(C)C(=S)SC1(C)C (centres undefined)
3: CCOc1cccc(=NC2CCCCC2)c2c(C)[nH]c(C)c12
4: CCC(=O)OC1(c2ccccc2)CCN(C)CC1C (centres undefined)
5: COc1ccc(N2C(=O)/C(=C/c3cc(C)n(-c4ccc(C)cn4)c3C)C(=O)NC2=S)c(OC)c1
6: O=c1[nH]c(=S)[nH]c(O)c1N=Nc1cc(S(=O)(=O)Nc2ccc(Cl)cc2)ccc1Cl

screen / no.	1	2	3	4	5	6
phage Ecoli inh	0.6	2.6	1.4	2.8	5.0	-0.1
Pemphigus Ab inh	99	98	119	102	81	.
HTR5A inv ctr	7	15	19	.	8	-1
Mot1-301 SUMO	.	6	-4	1	2	12
MOR-DOR inv ag	3	6	-18	.	-3	12
HTR5A ag	-2	0	-2	.	-3	0
PfHsp90 set2	-42	-2	11	-77	.	18
AddAB inh	.	1.0	3.2	-0.5	-0.3	4.9
PKA-R1A act	12	-10	0	.	1	-8
MOR-DOR ag	-0.6	-1.2	3.5	.	0.4	-2.9
Ecoli viability	.	-0.6	0.8	0.4	0.6	2.1

7: Cc1ccc(C2N(c3cc(C)on3)C(=O)C3CCCN32)cc1 (centres undefined)
8: O=[N+]([O-])c1cc(F)c(N2CCCCCC2)cc1N1CCNCC1
9: CC(=O)OC1(c2ccccc2)CC(C(C)(C)C)CN(C(C)(C)C)C1 (centres undefined)
10: Clc1cccc(N2CCNCC2)n1
11: COC(=O)C1=C(c2cccc(Cl)c2)C[C@@H]2CC[C@H]1N2C(=O)N1CCCC1
12: O=C(CN1CCCCC1)c1ccccc1Cl

screen / no.	7	8	9	10	11	12
phage Ecoli inh	-0.1	4.0	4.9	4.3	0.2	4.2
Pemphigus Ab inh	.	94	121	102	105	116
HTR5A inv ctr	4	-8	-12	-1	-4	-20
Mot1-301 SUMO	-7	-1	3	127	-11	-1
MOR-DOR inv ag	12	-10	10	0	14	36
HTR5A ag	-2	0	2	0	2	-3
PfHsp90 set2	.	-19	7	35	6	8
AddAB inh	3.4	2.7	-2.2	0.5	-0.8	1.7
PKA-R1A act	-10	1	0	3	0	-4
MOR-DOR ag	-2.2	2.0	-1.8	0.1	-2.5	-6.7
Ecoli viability	-1.3	2.6	0.4	2.2	-0.7	-0.8

13: Cc1ccc(NP(=O)(Oc2ccccc2F)Oc2ccccc2F)cc1
14: CCOc1ccccc1CN1C2CCC1CC(c1ccc(C)cc1)C2 (centres undefined)
15: CC1CC(C)CC(C)C(O)C(C#N)=CC=CCC(C2CCCC2C(=O)O)OC(=O)CC(O)C(C)C1 (centres undefined)
16: CC1CCCN1CCC(C(N)=O)(c1ccccc1)c1ccccc1 (centres undefined)
17: CCCCn1c(O)c(C(C)=NCc2ccco2)c(=O)[nH]c1=O
18: CC(C)c1c(CN(C)C(C)Cc2ccccc2)n(C)n(-c2ccccc2)c1=O (centres undefined)

screen / no.	13	14	15	16	17	18
phage Ecoli inh	0.4	1.7	4.4	1.9	0.1	4.7
Pemphigus Ab inh	101	92	81	105	96	98
HTR5A inv ctr	-13	18	12	2	-10	-3
Mot1-301 SUMO	-24	-28	.	.	-6	-2
MOR-DOR inv ag	-70	1	15	4	16	-13
HTR5A ag	1	-5	-3	-1	2	2
PfHsp90 set2	-53	5	47	.	10	2
AddAB inh	0.9	1.9	.	.	6.2	-0.8
PKA-R1A act	-13	1	0	0	-1	6
MOR-DOR ag	13	-0.3	-3.4	-0.8	-3.0	2.4
Ecoli viability	0.3	3.6	.	.	1.2	-0.3

Continued, overlapping the part above by 2 compounds.
17: CCCCn1c(O)c(C(C)=NCc2ccco2)c(=O)[nH]c1=O
18: CC(C)c1c(CN(C)C(C)Cc2ccccc2)n(C)n(-c2ccccc2)c1=O (centres undefined)
19: O=C(NC(=C(Cl)Cl)P(=O)(c1ccccc1)c1ccccc1)c1ccccc1
20: COc1ccc(CN2CCN(c3ccccc3)CC2)c(C)c1C
21: Cc1c(C=O)c2ccccc2n1Cc1ccc([N+](=O)[O-])cc1
22: CCC(=NCCCn1ccnc1)c1c(O)n(-c2ccccc2)c(=O)[nH]c1=O
23: Cc1ccc(-n2c(CNCc3ccc(F)cc3)nc3ccccc3c2=O)cc1
24: c1cc2c(cc1N1CCCCC1)C1CC2CCN1 (centres undefined)

screen / no.	17	18	19	20	21	22	23	24
phage Ecoli inh	0.1	4.7	2.7	3.0	2.1	4.0	2.2	3.5
Pemphigus Ab inh	96	98	110	107	106	105	105	108
HTR5A inv ctr	-10	-3	-19	10	-23	-5	2	23
Mot1-301 SUMO	-6	-2	17	-14	-25	3	-10	.
MOR-DOR inv ag	16	-13	14	-30	5	14	1	17
HTR5A ag	2	2	-1	-4	1	2	-1	-7
PfHsp90 set2	10	2	9	.	-6	5	3	20
AddAB inh	6.2	-0.8	-1.6	0.5	-1.1	1.6	.	.
PKA-R1A act	-1	6	-8	8	-1	1	6	-4
MOR-DOR ag	-3.0	2.4	-2.6	6.2	-0.9	-2.6	-0.1	-3.6
Ecoli viability	1.2	-0.3	0.9	0.3	0.0	0.8	.	.

25: CC1CN=C(NCCc2ccccc2)S1 (centres undefined)
26: CN=C(SCc1ccccc1)c1c(O)n(C)c(=O)n(C)c1=O
27: Cc1c(N=Cc2c(O)n(C)c(=O)[nH]c2=O)c(=O)n(-c2ccccc2)n1C
28: O=C1NC(=O)C(Cc2ccccc2)C(=O)N1
29: O=C(CN1CCN(C(=O)COc2cccc(F)c2)CC1)Nc1ccc(Cl)c(C(F)(F)F)c1
30: Cc1cc(/C=C2\C(=O)NC(=S)N(C)C2=O)c(C)n1C1CCCCC1

screen / no.	25	26	27	28	29	30
phage Ecoli inh	4.1	0.3	3.8	1.0	1.1	1.8
Pemphigus Ab inh	91	107	107	94	95	111
HTR5A inv ctr	26	4	.	-11	-1	-31
Mot1-301 SUMO	2	11	0	.	11	8
MOR-DOR inv ag	5	12	.	0	-3	12
HTR5A ag	3	0	.	3	4	3
PfHsp90 set2	14	3	.	11	-4	.
AddAB inh	0.9	-0.2	1.7	.	1.7	1.7
PKA-R1A act	2	-3	.	2	-2	-13
MOR-DOR ag	-0.9	-2.0	.	0.0	0.9	-2.2
Ecoli viability	0.3	2.2	1.9	.	2.1	-0.3

31: Cc1ccnc(NC(=O)CCCc2ccc(N(CCCl)CCCl)cc2)n1
32: CCc1nnc(NS(=O)(=O)c2ccc(N=Cc3c(O)n(-c4ccc(Cl)cc4)c(=O)[nH]c3=O)cc2)s1
33: O=C1CC(=O)N(c2ccc3c(c2)OCO3)C(=O)N1
34: Cc1cc(/C=C2\C(=O)NC(=O)N(c3ccc(Br)cc3)C2=O)c(C)n1-c1cc(C(=O)O)cc(C(=O)O)c1
35: O=C1CC=C2C3CC4N(CCC45c4cc(O)c(O)cc4N1C25)CC3=CCBr (centres undefined)
36: Cc1ccc(N)c(N)c1

screen / no.	31	32	33	34	35	36
phage Ecoli inh	3.2	12*	1.7	0.9	2.4	3.5
Pemphigus Ab inh	95	96	98	91	54*	99
HTR5A inv ctr	9	-1	7	-28	12	-17
Mot1-301 SUMO	.	6	1	179	.	-6
MOR-DOR inv ag	12	4	-10	12	-7	7
HTR5A ag	-2	1	1	7	-3	4
PfHsp90 set2	2	-17	8	-18	10	-5
AddAB inh	.	9.1	1.6	0.5	.	3.0
PKA-R1A act	5	-8	-1	-2	4	-8
MOR-DOR ag	-2.4	-0.8	1.8	-2.2	1.5	-1.3
Ecoli viability	.	8.4	-2.1	-3.3	.	2.1

37: CCCN1CCO[C@@H]2c3cc(O)ccc3OC[C@H]21
38: O=P(O)(O)COc1ccccc1O
39: COc1ccc(C(=O)C2CCCN(Cc3ccc(C)s3)C2)c(OC)c1 (centres undefined)
40: CC1CCCC(NC(=O)COC(=O)c2cn(C)c3ccccc23)C1C (centres undefined)
41: Nc1nnc(CCN2CCCCC2)s1
42: Cc1ccc(C(O)P(=O)(Oc2ccccc2)Oc2ccccc2)cc1 (centres undefined)

screen / no.	37	38	39	40	41	42
phage Ecoli inh	3.8	0.9	3.2	0.1	2.4	1.1
Pemphigus Ab inh	118	100	108	.	107	101
HTR5A inv ctr	-79	-2	2	-6	-23	5
Mot1-301 SUMO	-9	1	12	0	15	-38
MOR-DOR inv ag	6	0	-5	8	6	2
HTR5A ag	7	5	0	1	8	3
PfHsp90 set2	6	-3	-43	-3	13	27
AddAB inh	-4.4	0.4	1.5	-2.5	0.0	4.7
PKA-R1A act	10	-6	-1	-5	-4	-1
MOR-DOR ag	-1.1	-0.1	1.0	-2.2	-1.1	-0.3
Ecoli viability	-2.9	-0.9	-1.1	0.0	0.5	2.0

43: CCOC(=O)c1c(/N=C/c2c(O)n(-c3cccc(C)c3)c(=O)[nH]c2=O)sc2c1CCCC2
44: O=[N+]([O-])c1ccc(-c2ccccc2)c([As](=O)(O)O)c1
45: N=c1c2c(n(Cc3ccc(Cl)cc3Cl)c3c1CCC3)CCCC2
46: COC(=O)C1=C(c2ccccc2)C[C@@H]2CC[C@H]1N2C(=O)NCc1ccco1
47: O=C1NC(=O)C(C/C=C/c2ccccc2)C(=O)N1
48: COc1ccccc1-n1c(-c2ccccc2Cl)nc2ccccc2c1=O

screen / no.	43	44	45	46	47	48
phage Ecoli inh	4.4	1.0	.	2.4	-0.1	-0.7
Pemphigus Ab inh	89	106	103	102	.	.
HTR5A inv ctr	-31	-1	6	-19	10	2
Mot1-301 SUMO	14	397	20	23	-13	4
MOR-DOR inv ag	-4	16	15	2	7	12
HTR5A ag	9	0	-2	3	-4	-1
PfHsp90 set2	-2	3	-5	16	-16	20
AddAB inh	2.0	-0.1	8.3	1.9	0.2	0.1
PKA-R1A act	1	-4	1	8	-8	-9
MOR-DOR ag	0.7	-3.6	-3.0	-0.5	-1.8	-2.7
Ecoli viability	0.7	-2.4	-1.0	1.5	-2.1	3.1
